CHT PAM: human CHT allosteric activation | Q9GZV3 | CHT-expressing cells, membrane potential dye, choline EC20; hits give high values; LV-AA mutant CHT in HEK293 cells | B-score at 10 µM | actives 0.49% (n = 310,000) | AID 488977;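 active means initial fluorescence not abnormally high and integrated response B-score, plate-corrected, over 3 SD above library mean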
Target sequence (Q9GZV3 whole entry, looked up): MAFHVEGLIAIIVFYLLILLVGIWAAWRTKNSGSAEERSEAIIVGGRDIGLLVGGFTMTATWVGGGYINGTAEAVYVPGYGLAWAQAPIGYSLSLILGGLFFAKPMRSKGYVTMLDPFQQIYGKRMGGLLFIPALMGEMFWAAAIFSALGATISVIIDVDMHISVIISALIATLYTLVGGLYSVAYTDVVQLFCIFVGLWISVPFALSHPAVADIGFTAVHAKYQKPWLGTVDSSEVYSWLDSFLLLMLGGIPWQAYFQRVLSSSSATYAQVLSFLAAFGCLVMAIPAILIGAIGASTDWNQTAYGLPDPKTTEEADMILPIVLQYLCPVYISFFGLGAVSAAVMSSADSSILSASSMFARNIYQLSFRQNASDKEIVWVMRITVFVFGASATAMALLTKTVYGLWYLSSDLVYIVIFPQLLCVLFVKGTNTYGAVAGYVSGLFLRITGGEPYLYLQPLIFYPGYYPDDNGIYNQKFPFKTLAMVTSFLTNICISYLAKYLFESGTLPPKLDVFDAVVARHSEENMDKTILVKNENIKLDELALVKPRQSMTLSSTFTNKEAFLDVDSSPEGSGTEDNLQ
OX1R antag: antagonists of human orexin 1 receptor. actives 0.43% (n = 330,000). inhibition, % at 5 µM. CHO/OX1R cells, Fluo-8 calcium fluorescence, orexin A. AID 434989;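 active means inhibition above its plate's threshold, mean inhibition of all tested compounds on the plate plus 3 SD, cut at about 37% in these data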;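 further: 0% = orexin A challenge wells and 100% = SB-334867-A antagonist wells; not every result past the cut was called active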
Target sequence (O43613 whole entry, looked up): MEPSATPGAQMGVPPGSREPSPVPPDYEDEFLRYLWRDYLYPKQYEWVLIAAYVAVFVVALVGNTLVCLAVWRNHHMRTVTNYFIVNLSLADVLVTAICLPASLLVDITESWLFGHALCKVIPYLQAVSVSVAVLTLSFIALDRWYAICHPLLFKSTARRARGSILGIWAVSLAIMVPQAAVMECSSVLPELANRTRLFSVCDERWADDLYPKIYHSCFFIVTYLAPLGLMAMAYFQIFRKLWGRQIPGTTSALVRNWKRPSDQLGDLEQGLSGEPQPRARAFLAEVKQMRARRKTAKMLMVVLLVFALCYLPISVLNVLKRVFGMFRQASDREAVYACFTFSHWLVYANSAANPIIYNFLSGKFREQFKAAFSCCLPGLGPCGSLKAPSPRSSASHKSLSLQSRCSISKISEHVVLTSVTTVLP
* = called active by the depositor; i = inactive; · = no result given.

SMILES | CHT PAM | OX1R antag
COC(=O)c1nn(-c2ccc(C)cc2)ccc1=O | i | -9
O=C(NCCN1CCCC(O)C1)c1cc(COc2ccc(F)cc2Cl)on1 (stereo not drawn) | i | 3
CC(C)CN(C(=O)c1ccc2c(c1)OCO2)C1CCS(=O)(=O)C1 (stereo not drawn) | i | -9
O=C(Cn1ccc2ccccc2c1=O)NCC(=O)Nc1ccc(F)cc1F | i | -14
CCn1c(SCC(=O)NC2CCCC2)nc2c1c(=O)n(C)c(=O)n2C | i | -13
CC(C)(C)OC(=O)C[C@@H]1C/C=C\C[C@H](CC(=O)N(CCO)Cc2ccccc2)C(=O)N2CCC[C@H]2COC1=O | · | -11
CCC(Oc1ccccc1)C(=O)Nc1nnc(S(=O)(=O)N2CCCCC2)s1 (stereo not drawn) | i | -6
COc1ccccc1NC(=O)Cn1cnc2c(nc3n2CCCCC3)c1=O | i | -16
CCOC(=O)c1c(N)ssc1=S | i | -1
O=C(NCc1ccc2c(c1)OCO2)C1CC(c2ccc(Cl)cc2)=NO1 (stereo not drawn) | i | -14
CCc1nc(C(N)=O)c2[nH]c(=O)n(-c3ccc(OC)cc3OC)c2n1 | i | -4
CCCC(=O)N1CCN(c2ccc(NC(=S)NC(=O)CC)cc2)CC1 | i | -3
NC1=NN=C(c2ccc3c(c2)OCCO3)CS1 | i | -20
CCN(CC)c1ccc(S(=O)(=O)N(CC)CC)cc1NC(=O)C1CCCC1 | i | -23
Cc1cccn2cc(CNC(=O)c3ccco3)nc12 | i | 2
CC(=O)Nc1ccc(S(=O)(=O)NCCC(=O)OC(C)C(=O)NC2(C#N)CCCCC2)cc1 (stereo not drawn) | · | -19
CN(c1ccccc1)S(=O)(=O)c1ccc(C(=O)NCC(c2ccco2)N2CCCCC2)cc1 (stereo not drawn) | · | -24
CC1CC(C)CN(C(=O)CSc2ncnc3sccc23)C1 (stereo not drawn) | · | 0
Cc1c(/C(O)=C2/C(=O)C(=O)N(Cc3cccnc3)C2c2ccccn2)cnn1-c1ccccc1 (stereo not drawn) | i | -27
COc1cccc(-c2csc(N3CCN(CC(=O)NNC(=O)c4ccc(Br)cc4)CC3)n2)c1 | i | -6

In the list so far, two contain an aryl thioether with sulfur outside any ring:
SMILES | CHT PAM | OX1R antag
CCn1c(SCC(=O)NC2CCCC2)nc2c1c(=O)n(C)c(=O)n2C | i | -13
CC1CC(C)CN(C(=O)CSc2ncnc3sccc23)C1 (stereo not drawn) | · | 0

Following part:
SMILES | CHT PAM | OX1R antag
CCOc1ccc(N=C2NC(=O)C(CC(=O)Nc3ccccc3)S2)cc1 (stereo not drawn) | i | -17
COc1ccc(C(=O)NCc2ccccc2OC)cc1 | i | -11
CCOc1ccc(NC(=S)N/N=C(\C)Cc2ccc(OC)cc2)cc1 | i | -18
CC/C(C)=N/N1C(=O)c2ccccc2NC1(C)CC (stereo not drawn) | i | 0
CC(Sc1nc2ccccc2c(=O)[nH]1)C(=O)O (stereo not drawn) | i | 25
Cc1c(NC(=O)c2cnc(Cl)c(Cl)c2)c(=O)n(-c2ccccc2)n1C | i | -2
CCc1cc(Br)ccc1NC(=S)NCCc1ccccc1 | i | ·
CCN1CCN(C(=S)Nc2ccccc2Cl)CC1 | i | 2
Cc1cc2occ(CC(=O)OCC(=O)Nc3sc4c(c3C#N)CCC(C)C4)c2cc1C (stereo not drawn) | i | -13
CCOc1ccc2nc(NC(=O)C3CCCN(S(=O)(=O)c4cccc5nonc45)C3)sc2c1 (stereo not drawn) | i | 5
O=C(NCc1cccc(F)c1)c1noc2c1CCCC2 | i | -14
Cc1ccc(-c2ocnc2C(=O)Nc2nc(C)cs2)cc1 | i | 6
COc1ccc(CCN=c2c([N+](=O)[O-])nn(-c3cccc(C)c3)n2O)cc1OC | i | -30
O/N=C(\COc1ccccc1O)c1ccccc1 | i | -7
CC(=O)c1ccc(S(=O)(=O)Nc2ccc(-c3cn4c(n3)SCC4)cc2)cc1 | i | 4
Cc1cc(NC(=O)c2ccccc2)ccc1NC(=O)Cc1ccccc1 | i | -13
O=C(O)COc1ccc(Oc2ccccc2)cc1 | i | -10
CC(=O)N1SC(N)=NC1c1ccccc1 (stereo not drawn) | i | -20
O=C(CSCc1ccc(F)cc1)Nc1ccc(F)cc1 | i | -14
Nc1nc(SCC(=O)Nc2cccc(F)c2)n[nH]1 | · | -4
CCCC(C)C(=O)OCC(=O)NCc1ccc(OC)c(OC)c1 (stereo not drawn) | i | -7
COC(=O)CCCCCCCCCCN1CCCCC1 | i | -11
CNC(=O)c1c(NC(=O)CCS(=O)(=O)c2ccccc2)sc2c1CCN(C(=O)OC)C2 | i | -20
NC(=O)c1ccc(NC(=O)CSc2nnc(-c3cccnc3)n2Cc2ccco2)cc1 | i | 3
O=C(O)/C=C/C(=O)N1CCN(c2cccc(Cl)c2)CC1 | i | -14
O=C(Cc1c(F)cccc1Cl)Nc1nccs1 | i | -13
CN(C)S(=O)(=O)c1cc(NC(=O)COC(=O)c2ccc3c(c2)OCO3)ccc1Cl | i | 0
COc1cccc(-c2ccc3ncnc(NCc4cccnc4)c3c2)c1 | · | -14
CC1=C(C(=O)OC(C)C)C2(O)C(=O)c3ccccc3C2(O)N1 (stereo not drawn) | i | 0
COc1ccc(NC(=O)CS(=O)(=O)Cc2ccccc2)c([N+](=O)[O-])c1 | i | -27
c1ccc(-n2cccc2CNC2CCCCC2)cc1 | i | -19
O=C(COC(=O)/C=C/c1ccccc1)NC1CCS(=O)(=O)C1 (stereo not drawn) | · | -3
COc1ccc(CNC2C[C@H]3CCCC(=O)N4CC[C@@H](C2)[C@@H]34)cc1 (stereo partly drawn) | · | -2
Cc1c(N2C(=O)CS/C2=N\N=C\c2ccc(Cl)cc2)c(=O)n(-c2ccccc2)n1C | i | -25
O=[N+]([O-])c1ccc(-c2nc(Nc3ccc(O)cc3)c3ccccc3n2)cc1 | i | ·
CCOC(=O)N1CCN(C(=O)c2c(-c3ccccc3)noc2C)CC1 | i | -15
COc1ccccc1N(C)S(=O)(=O)c1ccc(C(=O)OCC(=O)N(C)c2ccccc2)cc1 | i | -21
CCCN(CCC)Cc1c(C(=O)N/N=C/c2ccsc2)nnn1-c1nonc1N | i | -22
COc1ccccc1C(=O)Nc1ccc(OC(C)C(=O)N2CCOCC2)cc1 (stereo not drawn) | · | -85
O=C(Cn1cnc2c(cnn2-c2ccccc2)c1=O)N1CCOCC1 | i | -8
Cc1ccc([N+](=O)[O-])cc1S(=O)(=O)Nc1cccc(S(=O)(=O)NC2=NCCC2)c1 | · | -2
COC(=O)c1sccc1NC(=O)C1C2C=CC(O2)C1C(=O)O (stereo not drawn) | i | -22
CC(=O)c1cccc(OCc2cc(C(=O)N(C)CCc3ccccn3)no2)c1 | i | -13
O=C(NCCN1CCN(C(=O)c2cc3ccccc3oc2=O)CC1)c1cc2ccccc2oc1=O | i | -15
Clc1ccc(N2CCN(c3ncnc4c3oc3ccccc34)CC2)cc1 | i | 7
Cc1nn(C)c(Cl)c1CN1CCCC(C(=O)Nc2cccc(-n3cccn3)c2)C1 (stereo not drawn) | i | -5
C/C(=N\NC(N)=O)c1c(F)cccc1F | i | -3
O=C(CSc1nn(-c2ccc(F)cc2)c(=S)s1)NC(=O)NCc1ccco1 | i | -8
CCOc1ccc2[nH]c3c(N4CCN(C(=O)c5ccco5)CC4)ncnc3c2c1 | i | -32
CCOC(=O)N1CCN(S(=O)(=O)N(C)C)CC1 | i | 1
CC(=O)Nc1cc(Br)ccc1O | i | -9
Cc1ccc(Cl)cc1N1CCN(C(=O)c2cc3c(=O)[nH]c4ccccc4c3n2C)CC1 | i | 40
Cc1ccc(S(=O)(=O)c2nnn3c2nc(NCCCN2CCCC2=O)c2ccccc23)cc1C | i | -37
CC(C)CCNc1nc(-c2ccco2)c2c(c1C#N)CCCC2 | i | -32
CCOc1ccc(CNc2ncc(-c3ccccc3)n2C)cc1 | i | -10
O=c1c(Cl)c(Cl)cnn1Cc1ccccc1Cl | i | 1
COc1ccc(CNC(=S)N/N=C/c2ccncc2)cc1 | i | -5
Cc1nc2c(C)cccn2c1/C(O)=C1\C(=O)C(=O)N(CCN2CCOCC2)C1c1ccncc1 (stereo not drawn) | i | 2
O=C(NCCc1ccccc1)C(c1ccccc1)N(C(=O)c1csnn1)C1CC1 (stereo not drawn) | i | -28
O=C(COC(=O)c1ccccn1)c1ccc(Br)cc1 | i | 1
Continued.
SMILES | CHT PAM | OX1R antag
CC(C)(C)c1csc(N(CCC#N)CCC#N)n1 | i | -10
CCCn1c(SCC(=O)N2CCCC(C)C2)nnc1-c1cccnc1 (stereo not drawn) | i | -25
Cc1ccc2c(c1)C(=O)C(=O)N2CCOc1ccccc1 | i | -7
Cc1nc(SCC(=O)c2ccccc2)n[nH]1 | i | -6
Cc1ccc(NC(=O)Nc2ccon2)cc1Cl | i | -17
CC(=O)c1cccc(NC(=O)C(C)OC(=O)c2cccc(-n3cnnn3)c2)c1 (stereo not drawn) | i | -6
COc1cccc(Cn2c(NCc3cccnc3)nc3c2c(=O)n(C)c(=O)n3C)c1 | i | -33
Cc1nn(-c2ccccc2)c2sc(-c3nnc(SCC(=O)O)o3)cc12 | i | -24
O=C(O/N=C(\c1ccccc1)c1ccccn1)c1cccc2ccccc12 | i | -40
CC(=O)Nc1ccc(C(=O)NCCc2ccccc2)cc1 | i | 4
CC(=O)N1CCN(CC(=O)Nc2ccccc2Sc2ccccc2)CC1 | i | 4
CCCC(=O)Nc1ccc(Cl)c(NC(=S)NC(=O)c2ccco2)c1 | i | -9
Oc1ccc2ccccc2c1/C=N/Nc1ccccc1 | i | 0
Cc1ccc(C(C)C)cc1OCCCCN1CCCC1 | i | -21
COc1ccc2c(c1)C1CC(C)(NC(=O)C1S(=O)(=O)c1ccc(F)cc1)O2 (stereo not drawn) | i | -17
COC(=O)c1ccccc1NC(=O)CN1CCC(C(=O)c2ccc3c(c2)OCCO3)CC1 | i | 8
CC(C)(C)CC(C)(C)NC(=O)/C=C/C(=O)O | i | 3
Cc1nn(Cc2ccc(F)cc2)c(C)c1NC(=O)c1cccnc1Cl | i | -11
COc1ccc(-c2csc(N3CCN(S(=O)(=O)c4ccc5c(c4)NC(=O)CO5)CC3)n2)cc1 | i | -5
COc1ccc(C/C(N)=N/OC(=O)C(c2ccccc2)c2ccccc2)cc1OC | i | 54*

An excerpt from above in order of SMILES length, high to low:
SMILES | CHT PAM | OX1R antag
Cc1ccc(Cl)cc1N1CCN(C(=O)c2cc3c(=O)[nH]c4ccccc4c3n2C)CC1 | i | 40
COc1ccc(CCN=c2c([N+](=O)[O-])nn(-c3cccc(C)c3)n2O)cc1OC | i | -30
O=C(NCc1ccc2c(c1)OCO2)C1CC(c2ccc(Cl)cc2)=NO1 (stereo not drawn) | i | -14
CCOC(=O)N1CCN(S(=O)(=O)N(C)C)CC1 | i | 1

Five entries from above, with values under each structure:
Values run as follows: CHT PAM, OX1R antag
> CC(C)(C)c1csc(N(CCC#N)CCC#N)n1
→ i, -10
> Cc1nc(SCC(=O)c2ccccc2)n[nH]1
→ i, -6
> Cc1nn(Cc2ccc(F)cc2)c(C)c1NC(=O)c1cccnc1Cl
→ i, -11
> CC(=O)N1CCN(CC(=O)Nc2ccccc2Sc2ccccc2)CC1
→ i, 4
> Cc1nn(-c2ccccc2)c2sc(-c3nnc(SCC(=O)O)o3)cc12
→ i, -24

(cont.)
SMILES | CHT PAM | OX1R antag
CCc1nnc(NC(=O)COc2ccc3ccccc3c2)s1 | i | -27
CCCOc1ccc(/C=C/C(=O)Nc2ccc([N+](=O)[O-])cc2C)cc1OC | i | -35
COc1ccc(-c2csc(-c3ccc(C(=O)O)cc3)n2)cc1 | i | -6
O=C(CNc1cccc(F)c1)N1CCc2ccccc2C1 | i | -13
Cc1ccccc1NS(=O)(=O)c1c(C(=O)N2CCCCCC2)c(C)n(C)c1C | i | -6
CC(C)(C)C(=O)Nc1ccc(NC(=O)c2ccco2)nc1 | i | -17
COc1ccc(-c2n[nH]c(C)c2-c2cnn(-c3ccccc3)c2)c(O)c1C | i | -13
CCN(CC)C(=O)CSc1ncnc2c1nnn2-c1ccc(F)cc1 | i | -15
Cc1cc(C)n(S(=O)(=O)c2cc(Cl)ccc2Cl)n1 | i | -9
CCc1ccc(OCC(=O)N(C)C)c(Br)c1 | i | 1
CS(=O)(=O)c1ccc(Cl)c(NC(=O)c2cccc(Br)c2)c1 | i | -25
CC/C(=N/Nc1ccc(Cl)cc1)c1cnnc(SC)n1 | i | -19
CC(C)C(=O)Nc1nnc(-c2ccccc2)o1 | i | -13
CCOC(=O)CCc1c(C)c2ccc(OC3CCCCC3=O)c(C)c2oc1=O (stereo not drawn) | i | -22
Cc1noc(/C=C/N(C)C)c1S(=O)(=O)N1CCCC(C(=O)NC(C)c2ccccc2)C1 (stereo not drawn) | i | -6
O=C(CSc1nc(O)c(Cc2ccccc2)c(=O)[nH]1)c1ccccc1 | i | -9
C/C(Cn1cnc([N+](=O)[O-])n1)=N\NC(=O)c1ccc(Br)cc1 | i | 10
CC(C)c1ccc(N2C(=O)CC(NNC(=O)c3ccccc3Cl)C2=O)cc1 (stereo not drawn) | i | -27
Cn1c2ccccc2n2c(=O)cc(-c3ccccc3)c(C#N)c12 | i | -13
C[C@@H](C(=O)Nc1ccc2ccccc2c1)[C@@H]1C[C@@]1(C)[C@@H](N)c1ccccc1 | i | -15

Record cards (already shown). Screens in order: CHT PAM, OX1R antag
CCOC(=O)c1c(N)ssc1=S is listed with i, -1
CC(C)CN(C(=O)c1ccc2c(c1)OCO2)C1CCS(=O)(=O)C1 (stereo not drawn) is listed with i, -9
COc1ccc(CNC2C[C@H]3CCCC(=O)N4CC[C@@H](C2)[C@@H]34)cc1 (stereo partly drawn) is listed with ·, -2

Assay outcomes: PubChem BioAssay, several laboratories

No enrichment for hits; any-hit rate near 0.83%.
